Screening results deposited in PubChem BioAssay by several laboratories.
FAS TE block: FAS thioesterase (human) inhibition. P49327. inhibition, % at 15 µM. actives 0.67% (n = 360,000). recombinant FAS-TE, OMFH fluorogenic substrate, fluorescence endpoint;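 active = compounds whose normalised, plate-corrected inhibition of enzyme fluorescence in the single-dose primary screen is 50% or more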;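 also: 0% = DMSO with enzyme and 100% = substrate without enzyme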
MT1-MMP act inh: inhibitors of human MT1-MMP activation; AID 651647; HT1080 RFP-PRO-GFP cells, GFP/RFP ratio fluorescence, overnight; percent of plate control window, DMSO zero; actives 0.061% (n = 360,000); GFP/RFP ratio change, % at 20 µM;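 active = GFP/RFP ratio change of at least 30% with cell ATP level not reduced by more than half and red fluorescence within 50% of control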; also: strong numbers were not always called active
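Assay system: HT1080 RFP-PRO-GFP cells. Benchmarks: DMSO vehicle wells and RFP-L50D-GFP reporter cell wells. Times: overnight cell settling, then overnight compound exposure, 37 °C, 5% CO2. Compound: 20 µM single dose, 1% DMSO. Read-out basis: GFP/RFP fluorescence ratio.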
CSN deneddyl inh: inhibitors of human CSN-mediated cullin deneddylation. Q92905. Purified CSN, SCF-Nedd8-OG deneddylation, fluorescence polarization. inhibition, % at 12.5 µM. actives 0.38% (n = 360,000). AID 651999;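 active = pattern-corrected inhibition above about 35%, with an unprinted fluorescence ratio check between 0.5 and 1.5, limit read from the data, passing the limit was not always enough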;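 also: 0% = enzyme with substrate and 100% = substrate without enzyme; some results filed as inactive read as strong as hits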
Target sequence (Q92905 whole entry, looked up, one chain of several): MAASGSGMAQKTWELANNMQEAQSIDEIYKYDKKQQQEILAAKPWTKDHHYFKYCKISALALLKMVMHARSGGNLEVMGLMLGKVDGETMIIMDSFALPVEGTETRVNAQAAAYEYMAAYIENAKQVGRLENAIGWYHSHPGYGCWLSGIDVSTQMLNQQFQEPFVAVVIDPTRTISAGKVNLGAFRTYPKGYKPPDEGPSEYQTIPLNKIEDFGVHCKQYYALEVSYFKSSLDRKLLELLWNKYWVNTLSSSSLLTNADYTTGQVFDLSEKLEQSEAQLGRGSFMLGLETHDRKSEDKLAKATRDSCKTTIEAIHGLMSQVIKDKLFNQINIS
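Test system: Human Csn5 produced in HEK293T cells | Compound: 12.5 µM single point | Times: 90 min, room temperature | Signal: Fluorescence polarization readout | Read-out basis: % inhibition of substrate cleavage by Csn5 | Controls: no-enzyme wells high, enzyme-with-substrate wells low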
Neddyl block: blocks human cullin neddylation; TR-FRET cullin neddylation, biochemical; calls only at 25 µM; P61081+Q13564; actives 0.58% (n = 360,000); AID 651699; in the data active = inhibition above about 36%
Rpn11 inh: blocks the human proteasome subunit Rpn11; calls only at 20 µM; actives 0.59% (n = 360,000); O00487; human 26S proteasome, Ub4-pepOG fluorescence polarization; 20S core pre-blocked with epoxomicin;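 active = inhibition at 20 µM, scaled to each plate's controls, above about 33%, limit read from the data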
Target sequence (O00487 whole entry, looked up): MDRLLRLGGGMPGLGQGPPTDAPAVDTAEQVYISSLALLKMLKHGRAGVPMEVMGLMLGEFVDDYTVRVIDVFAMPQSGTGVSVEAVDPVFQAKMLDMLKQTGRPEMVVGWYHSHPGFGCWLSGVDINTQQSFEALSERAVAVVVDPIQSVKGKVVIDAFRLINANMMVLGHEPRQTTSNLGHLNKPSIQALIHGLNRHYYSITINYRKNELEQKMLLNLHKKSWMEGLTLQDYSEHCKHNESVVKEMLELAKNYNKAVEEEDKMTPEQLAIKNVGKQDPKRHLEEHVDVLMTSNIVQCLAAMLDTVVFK
MLLE-PAM2 inh: inhibitors of microRNA-mediated deadenylation, human PABP1 MLLE binding. GST-MLLE / FITC-PAM2 fluorescence polarization. inhibition, % at 20 µM. actives 0.36% (n = 360,000). AID 588489; in the data active = inhibition above about 35%, passing the limit was not always enough;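 also: plate controls were DMSO wells with GST-MLLE for no effect and wells lacking GST-MLLE protein for full effect; some results filed as inactive read as strong as hits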
Rin1 Abl inh: human Rin1-Abl interaction inhibition; actives 0.4% (n = 360,000); TR-FRET Rin1/Abl binding, biochemical; P00519+Q13671; inhibition, % at 7.35 µM; in the data active = inhibition above about 5%, passing the limit was not always enough
NadD block: blocks S. aureus nicotinate mononucleotide adenylyltransferase; purified NadD enzyme, colorimetric absorbance read-out; inhibition, % at 20 µM; AID 602399; actives 0.78% (n = 360,000); in the data active = inhibition above about 26%; also: some compounds past the cut are filed as inactive
SKN-1 block: C. elegans SKN-1 inhibition; C. elegans VP596 Pgst-4::GFP/RFP ratio, acrylamide-induced, 24 h; inhibition, % at 21.8 µM; actives 0.49% (n = 360,000);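 active = interference check ratio from 0.5 to 1.5 plus GFP to RFP signal ratio inhibition reaching or exceeding a fixed threshold, cut at about 30% in these data, passing the limit was not always enough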; also: some compounds called inactive have numbers as strong as hits
Starred values were filed as active, the others as inactive; i = inactive; . = not tested or not shown.

SMILES	FAS TE block	MT1-MMP act inh	CSN deneddyl inh	Neddyl block	Rpn11 inh	MLLE-PAM2 inh	Rin1 Abl inh	NadD block	SKN-1 block
CC1(C)Cc2cccc(OCC(=O)OCC(=O)Nc3cccc(S(N)(=O)=O)c3)c2O1	-3	-7	4	i	i	-1	0	-2	-10
COC(=O)c1nnn(CC(=O)Nc2cccc(Cl)c2)c1C(=O)OC	0	7	4	i	i	17	1	-2	7
O=C(Cn1cnc2ccccc2c1=O)NCCC(=O)Nc1ccc2c(c1)OCO2	-8	3	-4	i	i	2	1	-4	-10
CN(Cc1ccccc1)c1ncnc2sccc12	4	-5	0	i	i	-6	0	-6	18
CNn1cnc2ccsc2c1=O	-7	2	6	i	i	2	0	-4	-12
COc1cccc(-c2oc3c(c2-c2ccc(OC)nc2)C(O)CCC3)c1 (configuration not stated)	-4	3	1	i	.	.	.	-5	6
COc1cc(C(=S)N2CCOCC2)cc(OC)c1OC(=O)c1ccccc1[N+](=O)[O-]	15	6	-1	i	i	1	0	-5	1
CC(C)(COC(=O)c1ccccc1)N1CC2CCC(C1)O2	-5	0	-5	i	i	-10	4	2	-8
CCOC(=O)Cc1cn(C(=O)OC(C)(C)C)c2ccccc12	7	4	0	i	i	10	-1	-10	24
O=C(/C=C/Nc1ccc(F)cc1)c1ccc(Br)cc1	0	1	-2	i	i	4	2	-1	7
CCc1ccc(C(=O)NNc2ccc(S(N)(=O)=O)cc2)cc1	-4	0	1	i	i	6	0	1	11
Cc1cccc(-c2cnc(C(O)c3ccc4ccccc4c3)[nH]2)c1 (configuration not stated)	5	2	39*	i	i	-10	0	0	22
Cc1sc2ccccc2[n+]1CC(=O)c1ccccc1	-4	-2	3	i	i	19	0	0	19
CCOC(=O)C1CCN(C(=O)/C=C/c2ccccc2)CC1	-5	2	3	i	i	6	0	4	-16
Cc1occc1-c1nnc(SCC(=O)c2cc3ccccc3oc2=O)o1	-4	-13	2	i	i	15	-1	23	-3
COc1cc(NC(=O)c2ccc(COc3ccccc3Br)o2)cc(OC)c1OC	16	9	1	i	i	8	5	-7	4
O=C(c1cccc(Br)c1)c1cn(-c2ccccc2)nc1C(=O)c1ccccc1	31	-14	3	i	i	1	-6	0	8
COc1ccccc1NC(=O)Cc1nnc(SCC(=O)Nc2nccs2)n1C	-1	-3	-1	i	i	2	2	3	13
O=C(Nc1cccc(NC(=O)c2ccc([N+](=O)[O-])o2)c1)c1ccco1	2	4	3	i	i	16	0	2	-12
Cn1nc(C(C)(C)C)cc1C(=O)N1CCCCC1c1cc(C(=O)N2CCOCC2)no1 (configuration not stated)	-7	0	-3	i	i	-3	4	1	7
CC(NC(=O)c1cccc(C(F)(F)F)c1)C(c1ccccc1)N1CCOCC1 (configuration not stated)	2	5	-2	i	i	15	2	-4	-8
Cc1c(-c2ncn[nH]2)sc(C#N)c1-c1ccccc1	-144	-3	6	i	i	-2	1	3	14
O=c1ccccn1Cc1ccccc1F	-5	0	3	i	i	4	0	1	8
COc1cccc(CNc2ccc(S(=O)(=O)N3CCN(C)CC3)cn2)c1	-6	-4	-2	i	i	9	-2	-4	-7
Cc1ccc(S(=O)(=O)NCCC(=O)NNC(=O)COc2ccc(Br)cc2)cc1C	8	2	-3	i	i	3	1	3	16
Cc1noc(C)c1C(=O)OC(C)C(=O)N1CCc2ccccc21 (configuration not stated)	-6	4	-1	i	i	0	-3	3	-13
C(=Cc1c[nH]c2ccccc12)c1nccc2ccccc12	-1	-73	15	i	i	24	-9	9	48*
CC(=O)Nc1ccc(NC(=O)CSc2ccccn2)cc1	-9	2	3	i	i	-7	-2	7	-3
CC(=O)Oc1ccccc1-n1c(C)nc(=O)c(-c2ccccc2)c1C	-3	6	0	i	i	13	1	-2	-1
Cc1ccsc1/C=N/n1c(-c2cccnc2)n[nH]c1=S	-10	-3	3	i	i	-25	-1	13	-24
O=c1c2nncn2c2cc(C(F)(F)F)ccc2n1CCNc1ncc(C(F)(F)F)cc1Cl	31	1	-4	i	i	-7	-1	-2	6
Cc1ccc(C(=O)N(CCN2CCCCC2)CC2CCCN(C3CCCC3)C2)s1 (configuration not stated)	-6	4	0	i	i	10	2	-2	2
Cc1csc(NC(=O)CCc2nc3ccccc3s2)n1	-5	1	5	i	i	14	2	5	23
CCN(CC(=O)Nc1ccc(NC(C)=O)cc1)C(=O)/C=C/c1ccc([N+](=O)[O-])cc1	4	1	-3	i	i	3	-2	-2	-1
CCNC(=S)N1CCn2cccc2C1c1ccc(F)cc1 (configuration not stated)	6	1	-4	i	i	-127	-2	-5	3
CCc1ccc(N=CC2=C(O)CC(c3ccco3)CC2=O)cc1 (configuration not stated)	6	-2	-4	i	i	4	0	-2	31
COc1ccc(NC(=O)CN(C)S(=O)(=O)c2cccc3cccnc23)cc1	-4	-3	-5	i	i	11	-2	-2	-12
CCN(Cc1ccccc1)C(=O)c1c(-c2ccccc2Cl)noc1C	4	3	-4	i	i	-17	-1	2	20
O=C(O)c1ccccc1NC(=O)C1CCN(S(=O)(=O)c2cccc3nsnc23)CC1	-5	-1	1	i	i	-7	3	-10	3
Cc1cccc(OC(C)C(=O)NC2CCS(=O)(=O)C2)c1C (configuration not stated)	-4	-1	2	i	i	5	0	2	-4
COc1ccc(C2=Nn3c(nnc3-c3ccccc3OC)SC2)cc1OC	-6	14	4	i	i	-2	4	6	1
CCOC(=O)c1c(NC(=O)C(C)N2CCN(C(=O)c3ccco3)CC2)sc2c1CCCC2 (configuration not stated)	24	-16	5	i	i	5	-6	6	-17
COc1cccc(C(=O)NC(=S)Nc2cccnc2)c1	-11	-2	-3	i	i	28	1	2	9
COc1cc(/C=N/NC(=O)CNC(=O)/C=C/c2ccco2)cc(OC)c1OC	-2	7	3	i	i	-4	-6	-1	6
CCOc1ccccc1Nc1ccc2nonc2c1[N+](=O)[O-]	0	10	-2	i	i	3	-6	-6	4
O=P(c1ccccc1)(c1ccccc1)C(O)c1ccccn1 (configuration not stated)	-3	-1	2	i	i	10	3	-2	4
O=C(c1ccc(S(=O)(=O)N2CCC(c3nc4ccccc4s3)CC2)cc1)N1CCCCC1	-13	-6	2	i	i	12	5	0	15
COc1ccc(-n2nc3c(=O)[nH][nH]c3cc2=O)cc1	-11	5	1	i	i	3	-1	3	7
O=C(NNC(=O)c1ccc2c(=O)n3c(nc2c1)CCC3)c1ccc(Cl)cc1	4	-2	2	i	i	6	6	-4	15
O=C(O)c1cc(N=Nc2c(O)ccc3ccccc23)cc(C(=O)O)c1	0	33*	5	i	i	-40	-2	10	33

Carrying on.
SMILES	FAS TE block	MT1-MMP act inh	CSN deneddyl inh	Neddyl block	Rpn11 inh	MLLE-PAM2 inh	Rin1 Abl inh	NadD block	SKN-1 block
Cc1nn(-c2ccccc2)c(C)c1NC(=O)COc1ccc(Br)cc1Cl	8	-1	0	i	i	0	0	-8	2
CCCC(C)c1nnc(NC(=O)COc2ccc3c(c2)OCO3)s1 (configuration not stated)	1	3	0	i	i	9	-1	-4	-3
C=CCc1ccc(OCC(O)COc2ccc(CC=C)cc2OC)c(OC)c1	23	1	1	i	i	-12	-1	-1	2
O=S(=O)(Nc1nc(-c2ccccc2)cs1)c1cc(Cl)ccc1Cl	-2	5	5	i	i	8	2	5	-2
Cc1cc2cc(CN(CCCO)S(=O)(=O)c3cccc4nsnc34)c(=O)[nH]c2cc1C	2	5	1	i	i	13	-3	0	0
COCc1ccc(CN2CCC(CO)(CC3CCCCO3)CC2)o1 (configuration not stated)	-10	1	-4	i	i	-10	5	-8	-2
CCOC(=O)Cc1csc(NC(=O)CN2CCCCC2)n1	-4	2	1	i	i	-4	0	-3	-4
CC1CCCN(C(=O)c2ccncc2)C1 (configuration not stated)	-6	3	-2	i	i	0	4	-2	35*
Cc1ccc(SCc2cc(=O)[nH]c(N3CCN(Cc4ccccc4)CC3)n2)cc1	-5	-2	-2	i	i	4	-2	-3	-15
COCCn1c(CN2CCC(Cc3ccccc3)CC2)nc2c1c(=O)n(C)c(=O)n2C	53*	-4	-2	i	i	11	1	2	-1

Limited to MLLE-PAM2 inh and SKN-1 block (2 entries from above):
mol,MLLE-PAM2 inh,SKN-1 block
CCOC(=O)Cc1csc(NC(=O)CN2CCCCC2)n1,-4,-4
CC1CCCN(C(=O)c2ccncc2)C1 (configuration not stated),0,35*

Gathered by group, the entries above containing a tert-butyl group (two)
SMILES	FAS TE block	MT1-MMP act inh	CSN deneddyl inh	Neddyl block	Rpn11 inh	MLLE-PAM2 inh	Rin1 Abl inh	NadD block	SKN-1 block
CCOC(=O)Cc1cn(C(=O)OC(C)(C)C)c2ccccc12	7	4	0	i	i	10	-1	-10	24
Cn1nc(C(C)(C)C)cc1C(=O)N1CCCCC1c1cc(C(=O)N2CCOCC2)no1 (configuration not stated)	-7	0	-3	i	i	-3	4	1	7

(further entries)
SMILES	FAS TE block	MT1-MMP act inh	CSN deneddyl inh	Neddyl block	Rpn11 inh	MLLE-PAM2 inh	Rin1 Abl inh	NadD block	SKN-1 block
O=c1[nH]c(C2CCCN(S(=O)(=O)c3ccccc3F)C2)nc2c1nnn2Cc1ccccc1Cl (configuration not stated)	17	0	4	i	i	-5	2	19	11
c1ccc(Cn2nnnc2C(c2ccncc2)N2CCOCC2)cc1 (configuration not stated)	-7	-1	0	i	i	8	1	1	13
CSc1nc(N)n(-c2cc(C(F)(F)F)ccn2)n1	0	0	6	i	i	8	3	-3	4
Cc1cc(-c2ccc(S(=O)(=O)NCc3ccc(Cl)cc3)cc2)on1	0	2	-2	i	i	16	-1	-4	0
OC(CN1CCCC(C(F)(F)F)C1)c1ccccc1 (configuration not stated)	2	4	2	i	i	10	0	0	10
COc1ccc(NS(=O)(=O)c2cn(C)cn2)cc1Cl	-5	0	-2	i	i	11	0	2	13
Cc1ccc(-n2c(SCc3cn4ccsc4n3)nc3ccccc3c2=O)cc1	17	-12	0	i	i	2	1	24	22
Cc1nnc(SCC(=O)NC(=O)Nc2ccc3c(c2)OCCO3)n1N	-4	-1	-4	i	i	2	-2	1	3
Cc1cc(C(=O)N2CCN(S(=O)(=O)c3ccccc3)CC2)c(C)o1	-5	-4	-6	i	i	-11	-2	1	7
Cc1cc(C)cc(NC(=O)CSc2nnc(-c3ccccc3C)o2)c1	25	1	-2	i	i	2	-1	-3	7
O=C(c1ccco1)N1CCN(C(=O)c2cn(-c3ccccc3)nc2-c2ccccc2)CC1	-3	-3	-3	i	i	8	-1	2	2
CC(C)(C)c1n[nH]c(=S)n(N)c1=O	-9	4	3	i	i	-84	5	1	-1
COC(=O)CCCCCCCCC(O)CN1CCCCC1 (configuration not stated)	-12	-1	5	i	i	14	5	-1	4
O=C1N=C(N2CCOCC2)SC1=Cc1ccco1	-7	5	1	i	i	13	-2	2	-4
COc1ccc(Cc2c(C3CCCCC3)nc3c(C)cc(Br)cn23)c(C)c1	2	-10	-5	i	i	66	-3	8	7

Entries listed so far that have a COOH group:
SMILES	FAS TE block	MT1-MMP act inh	CSN deneddyl inh	Neddyl block	Rpn11 inh	MLLE-PAM2 inh	Rin1 Abl inh	NadD block	SKN-1 block
O=C(O)c1ccccc1NC(=O)C1CCN(S(=O)(=O)c2cccc3nsnc23)CC1	-5	-1	1	i	i	-7	3	-10	3
O=C(O)c1cc(N=Nc2c(O)ccc3ccccc23)cc(C(=O)O)c1	0	33*	5	i	i	-40	-2	10	33
